# PMI inhibitors = inhibitors of human PMI, primary screen, biochemical, fluorescence intensity, coupled assay (AID 1209); 190,000 compounds, 0.42% hits; purified PMI enzyme, coupled fluorescence intensity; higher % means a stronger effect; inhibition, % at 20 µM, or IC50 in µM where a hit was titrated;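 note: plate controls were DMSO vehicle for no effect and wells lacking substrate for full effect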
# WT yeast gro inh = growth inhibition of WT yeast, mitochondrial fusion screen; mitochondrial fusion phenotypic screen, WT strain; inhibition, % at 10 µM; 190,000 compounds, 2.1% hits; in the data active = inhibition above about 58%; tested in S. cerevisiae
# bCat nuc transl = alters nuclear translocation of beta-catenin in HeLa cells; immunofluorescence imaging; nuclear translocation activity, % at 5 µM; 190,000 compounds, 0.3% hits; AID 1665;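 active = nuclear translocation activity above 50% at 5 µM, with a well cell count of 50 or more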;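 note: per-cell ratio of nuclear to cytoplasmic median beta-catenin stain intensity; plate controls were DMSO negative control for no effect and GSK-3 inhibitor IX positive control for full effect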
#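 test system = HeLa cells, endogenous beta-catenin | dosing = single 5 µM dose plus 0.02–20 µM confirmation series | times = compound treatment 24 h, 37°C, 5% CO2 | technique = beta-catenin immunofluorescence imaging with DAPI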
# Ins promoter up = MIN6 insulin promoter up-regulation | AID 1625 | MIN6 insulin promoter-GFP reporter, high-content imaging; hits give high values | z-score at 5 µM | 190,000 compounds, 0.3% hits;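 active = z-score above 3 at 5 µM with at least 500 cells counted in the well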
# MT stabilize HCS = stabilizes microtubules in HeLa cells | 200,000 compounds, 0.83% hits | % tubulin-high responders, % at 10 µM | HeLa tubulin immunostaining HCS, 24 h; share of cells brighter than vehicle mean+2SD;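 active = plate Z-score above 3 for both tubulin-high and condensed-nucleus cell shares, with cell loss under 80%, at 10 µM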;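 note: anti alpha tubulin signal scored within the nucleus-defined area of each cell; some results filed as inactive read as strong as hits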
# Autophagy mod = alters autophagy in cells; MEF GFP-LC3 puncta imaging; test concentration mostly 10 µM; calls only at 10 µM (by protocol); 190,000 compounds, 0.98% hits;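 active = percentage of spot-positive cells more than 3 SD above its plate mean, without a fluorescence outlier flag or 80% toxicity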;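 note: spot-positive cell cutoff set from DMSO-treated cells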
# Dynein cargo inh = dynein cargo transport inhibition. 220,000 compounds, 0.47% hits. 3617.4 mouse cells, GR-EGFP nuclear translocation imaging; test concentration mostly 20 µM; stimulated with dexamethasone, 1 µM; hits give low values. z-score, hits read low;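 active = plate z-score of nuclear minus cytoplasmic receptor signal below a set negative limit, without overly bright fluorescence or cell loss, cut at about -3.5 in these data, passing the limit was not always enough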;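 note: z-score of nuclear minus cytoplasmic ring GR-EGFP intensity difference per well; some compounds called inactive have numbers as strong as hits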
#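 Also added: dexamethasone, 1.0 µM final. Medium: tet-free, stripped-serum medium. Detection: fixed, Hoechst-stained cells imaged at 10x for EGFP. Read-out: nuclear-to-cytoplasmic GR-EGFP distribution per well. Times: induction 48 h, compound 1 h, agonist 30 min.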
# Yfh1-depleted yeast = enhancers of respiration in Yfh1-depleted yeast, dose response, Friedreich's ataxia, plus single-dose screen (AID 1465); fold induction at 50 µM; hits with a dose series show EC50 in µM; S. cerevisiae Yfh1-off respiration, WST-1 reduction, 72 h; higher fold induction means a stronger effect; 220,000 compounds, 0.074% hits;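 active = fold induction of absorbance versus untreated yeast above a set limit, then at least 30% activation at any dose in follow-up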;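 note: activators that raise dye reduction in frataxin-depleted yeast; strong numbers were not always called active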
# human PMI inhibitors = MPI inhibition at elevated mannose 6-phosphate – biochemical, fluorescence intensity, high mannose 6-phosphate, primary screen (AID 1220); recombinant PMI enzyme, coupled fluorescence intensity; higher % means a stronger effect; one-dose inhibition, % at 20 µM; IC50 in µM for titrated hits; 190,000 compounds, 0.66% hits
# WT yeast gro inh mutant strain = recorded beside WT yeast gro inh, whose call it bears; inhibition, %; mitochondrial fusion phenotypic screen, mutant strain inhibition
# Dynein cargo inh cytoplasmic EGFP = second read-out of Dynein cargo inh, no call of its own (marks repeat the call); z-score; measured here: cytoplasmic GR-EGFP intensity; hits give high values
# Dynein cargo inh nuclear GR-EGFP = also measured in Dynein cargo inh; calls as there; z-score; measured here: nuclear GR-EGFP intensity;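 lower value marks the stronger effect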
# Dynein cargo inh cell count = further read-out of Dynein cargo inh, marked with its call; z-score; measured here: cell count per field
# Ins promoter up cell count = also measured in Ins promoter up; calls as there; cell count; measured here: cytotoxicity, nuclei count;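 total cells summed across four imaged fields per well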
# bCat nuc transl cell count 5 µM = second read-out of bCat nuc transl, no call of its own (marks repeat the call); cell count; measured here: cell count, cytotoxicity flag
# MT stabilize HCS Hoechst-high % = further read-out of MT stabilize HCS, marked with its call; % Hoechst-high responders; measured here: nuclear condensation Hoechst responders;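 share of cells brighter than vehicle mean plus two SD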
# MT stabilize HCS cytotoxicity % = recorded beside MT stabilize HCS, whose call it bears; toxicity, %; measured here: cytotoxicity by cell density;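 0% = mean cell density of plate MIN control wells and 100% = no cells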
# Autophagy mod cell loss 18 h = second read-out of Autophagy mod, no call of its own (marks repeat the call); toxicity, %; measured here: cell loss, nuclei count;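 cell loss after 18 h compound exposure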
# Starred values were filed as active, the others as inactive; i = inactive; nt = not tested or not shown; + = active, no number. Cut-off read from the data, not from the text of the source, unless noted: active = inhibition above about 50%; inactive = the rest.
Molecule	PMI inhibitors	WT yeast gro inh	WT yeast gro inh mutant strain	bCat nuc transl	bCat nuc transl cell count 5 µM	Ins promoter up	Ins promoter up cell count	MT stabilize HCS	MT stabilize HCS Hoechst-high %	MT stabilize HCS cytotoxicity %	Autophagy mod	Autophagy mod cell loss 18 h	Dynein cargo inh	Dynein cargo inh cytoplasmic EGFP	Dynein cargo inh nuclear GR-EGFP	Dynein cargo inh cell count	Yfh1-depleted yeast	human PMI inhibitors
COc1ccc(S(=O)(=O)N2CCCCCC2)cc1N(C)S(=O)(=O)c1ccc(Cl)cc1	18%	18	1	-0.1	1410	0.74	1580	2.3	1.4	1.8	i	-2	0.26	-0.047	-0.19	0.48	i	13%
O=C(O)CC1(CC(=O)Nc2ccccc2N2CCOCC2)CCCC1	nt	nt	nt	0.6	1157	0.61	1423	nt	nt	nt	nt	nt	1.1	0.41	0.47	-0.024	i	nt
O=C(O)CCNS(=O)(=O)c1ccc2c(c1)OCCCO2	-3%	5	-8	0.0	1529	-0.4	1455	5.4	2.3	9.8	i	9	1.5	-0.16	1.4	-1.7	i	-11%
CN(Cc1cccnc1)C(=O)c1cc(COc2ccc3ncccc3c2)on1	10%	5	2	4.3	1019	-1.9	942	2.6	1.5	2.5	i	29	2.4	-0.19	1.5	-1.6	i	16%
O=C1CC(N(CCc2ccccc2)C(=S)Nc2ccccc2)C(=O)N1c1ccc(F)cc1 (stereo unspecified)	nt	nt	nt	0.5	1337	-0.67	998	nt	nt	nt	nt	nt	1.5	-0.17	0.61	-1.5	i	nt
CCCCC(=O)Nc1ccc(C(=O)NCCCn2ccnc2)cc1	-2%	-10	-16	0.0	995	-0.14	758	2.6	0.2	49	i	3	1.1	-0.22	1.3	-0.88	i	-5%
Cc1cccc(NC(=O)CN2C(=O)NC(Cc3ccccc3)C2=O)c1 (stereo unspecified)	8%	-6	-10	nt	nt	0.17	942	1.9	1.5	18	i	-4	-0.17	-0.44	-0.36	0.56	i	6%
O=c1[nH]c(CN2CCCC2)nc2sc3c(c12)CCC3	-7%	-22	-2	-2.9	1062	-1	1504	4.5	2.7	6.6	i	-2	-0.057	-0.24	-0.49	-0.82	i	-9%
Cc1ccc(S(=O)(=O)N(CC(O)CN2C(=O)NC(C)(C)C2=O)c2cccc(C)c2)cc1 (stereo unspecified)	nt	nt	nt	0.9	1288	0.29	1101	nt	nt	nt	nt	nt	-1.4	-0.23	-0.39	2.2	i	nt
COc1cc(NC(=O)CSc2ccc3c(c2)OCCO3)cc(OC)c1OC	13%	-5	-3	-0.7	1488	1.1	692	3.4	2.1	11	i	1	0.99	-0.28	0.58	-0.099	i	19%
O=C(Nc1ccc(F)cc1)c1ccc(S(=O)(=O)N2CCOCC2)o1	nt	nt	nt	0.1	1288	-0.07	1046	nt	nt	nt	nt	nt	-0.35	-0.16	-0.32	-0.095	i	nt
CCC(=O)Nc1cccc(NC(=O)c2cccnc2)c1	8%	9	-2	-2.7	794	1.1	1292	4.1	1.8	8.3	i	2	-0.087	-0.2	0.15	0.57	i	2%
CC(C)CCNC(=O)Cc1c(C(=O)O)[nH]c2ccc(Cl)cc12	14%	-15	6	2.7	1084	nt	nt	3.5	1.6	5.4	i	-5	-0.79	-0.25	-0.46	0.54	i	12%
CCOC(=O)C1CCN(C(=O)c2ccccc2NC(C)=O)CC1	-4%	16	7	nt	nt	nt	nt	0.8	1.9	8.6	i	8	-0.24	-0.22	-0.13	0.51	i	2%
O=c1c(-c2ccc(Cl)cc2)[n+]([O-])c2ccccc2n1OCc1nc2ccccc2[nH]1	nt	nt	nt	2.8	1224	-1.1	1196	nt	nt	nt	nt	nt	-0.51	-0.23	-0.52	0.68	i	nt
N#Cc1cc([N+](=O)[O-])ccc1NC(=O)COC(=O)C12CC3CC(CC(C3)C1)C2	1%	35	43	-0.5	929	-0.2	1351	4.2	2.4	8.8	i	13	-2.1	0.058	-0.94	0.53	i	-2%
O=C(COC(=O)/C=C/c1ccc([N+](=O)[O-])cc1)NCC1CCCO1 (stereo unspecified)	-12%	-11	-18	3.1	1115	-0.23	1342	2.9	3.0	6.3	i	-9	1.6	0.12	1	-1.8	i	-8%
COc1ccccc1/C=C/C(=O)NCC(=O)N/N=C/c1ccccc1	-9%	-4	-3	0.3	1056	-0.15	1028	1.9	2.9	11	i	10	-0.64	-0.3	-0.4	1.3	i	-17%
CS(=O)(=O)N1CCN(CC2CC3C=CC2C3)CC1 (stereo unspecified)	15%	2	7	nt	nt	-0.09	1207	1.4	2.0	11	i	9	0.42	-0.19	0.65	-0.071	i	8%
CCNC(=O)c1ccc(C2SCC(=O)N2Cc2ccco2)cc1 (stereo unspecified)	-14%	-3	3	-0.2	1395	-0.81	1553	2.5	0.9	1.2	i	-2	-0.36	-0.27	-0.82	0.56	i	-5%
CCOC(=O)Nc1nc(-c2ccc(Cl)cc2Cl)cs1	9%	45	-1	-1.5	611	0.1	1388	2.6	2.9	7.2	i	0	0.5	-0.26	1.1	-0.44	i	6%
CCOC(=O)c1cccnc1SCC(=O)N(C)c1ccccc1	1%	-16	-17	-5.0	1023	-0.48	1288	2.3	2.7	2.8	i	15	-0.95	-0.23	-0.64	0.69	i	-3%
CCN(CC)S(=O)(=O)c1ccc(OC)c(NS(=O)(=O)c2cccc(C(=O)O)c2)c1	-20%	-1	11	-2.9	1143	-0.22	1260	2.9	3.1	11	i	-12	-0.35	-0.29	0.25	0.7	i	-7%
C=CCc1cc(Cl)ccc1OCCOCCNC(C)(C)C	3%	12	-2	0.8	1418	-1.8	1400	2.9	2.8	11	+	19*	-0.67	-0.19	-0.17	0.27	i	-5%

# Fetched one by one from above (2):
Molecule	PMI inhibitors	WT yeast gro inh	WT yeast gro inh mutant strain	bCat nuc transl	bCat nuc transl cell count 5 µM	Ins promoter up	Ins promoter up cell count	MT stabilize HCS	MT stabilize HCS Hoechst-high %	MT stabilize HCS cytotoxicity %	Autophagy mod	Autophagy mod cell loss 18 h	Dynein cargo inh	Dynein cargo inh cytoplasmic EGFP	Dynein cargo inh nuclear GR-EGFP	Dynein cargo inh cell count	Yfh1-depleted yeast	human PMI inhibitors
CN(Cc1cccnc1)C(=O)c1cc(COc2ccc3ncccc3c2)on1	10%	5	2	4.3	1019	-1.9	942	2.6	1.5	2.5	i	29	2.4	-0.19	1.5	-1.6	i	16%
CCOC(=O)Nc1nc(-c2ccc(Cl)cc2Cl)cs1	9%	45	-1	-1.5	611	0.1	1388	2.6	2.9	7.2	i	0	0.5	-0.26	1.1	-0.44	i	6%

# Remaining list, next part
Molecule	PMI inhibitors	WT yeast gro inh	WT yeast gro inh mutant strain	bCat nuc transl	bCat nuc transl cell count 5 µM	Ins promoter up	Ins promoter up cell count	MT stabilize HCS	MT stabilize HCS Hoechst-high %	MT stabilize HCS cytotoxicity %	Autophagy mod	Autophagy mod cell loss 18 h	Dynein cargo inh	Dynein cargo inh cytoplasmic EGFP	Dynein cargo inh nuclear GR-EGFP	Dynein cargo inh cell count	Yfh1-depleted yeast	human PMI inhibitors
CCOC(=O)C1CCN(Cc2cccc(OC)c2)CC1	10%	8	10	nt	nt	0.46	852	2.3	1.5	4.5	i	-33	-0.38	0.0054	-0.37	0.98	i	6%
O=C(N/C(=C/c1ccc2c(c1)OCO2)C(=O)N1CCOCC1)c1cccs1	4%	4	-8	1.3	1321	-0.25	1496	3.0	1.9	3.3	i	-11	-0.0098	-0.19	0.53	-0.34	i	0%
CC(=O)/C(N=Nc1c(C)n(C)n(-c2ccccc2)c1=O)=C(\C)O	-44%	-7	2	-2.2	1127	-0.3	1285	6.3	2.7	12	i	4	-0.41	-0.38	-0.2	1.1	i	-37%
CC(Sc1n[nH]c(N)n1)c1nc2scc(-c3cccs3)c2c(=O)[nH]1 (stereo unspecified)	1%	45	-3	-3.8	920	0.78	853	2.9	2.3	5.8	i	-4	0.47	-0.3	0.23	0.88	i	-12%
O=C(c1ccc(CS(=O)(=O)c2ccc(Br)cc2)o1)N1CCN(c2ccccn2)CC1	-2%	9	-4	nt	nt	0.72	847	3.6	3.2	5.8	i	-4	-0.19	-0.27	-0.091	0.56	i	-3%
Clc1ccc(CSc2nnc(NC3=NCCCCC3)s2)cc1	1%	1	11	nt	nt	-0.32	874	1.3	0.8	14	i	0	-0.26	-0.44	-0.39	0.73	i	6%
CCN1C(=O)C(CC(=O)NC2CCCCC2)N(CC)C1=O (stereo unspecified)	8%	4	-35	-0.6	1058	0.22	1847	2.5	2.1	12	i	-5	-0.37	-0.28	0.076	0.25	i	9%
O=C(COC(=O)c1ccccn1)c1ccc(Br)cc1	-11%	-9	-9	-7.8	952	0.13	1460	4.1	1.0	3.6	i	2	0.35	-0.24	0.76	0.092	i	0%
Clc1ccc(-c2noc(CN3CCCC3)n2)cc1	6%	-7	7	0.3	1075	-0.25	1231	4.3	2.1	4.9	i	29	-0.22	-0.19	-0.32	-0.95	i	5%
O=C(Nc1nnc(CCS(=O)(=O)c2ccc(Br)cc2)s1)c1ccc([N+](=O)[O-])cc1	-5%	-14	-11	-0.6	1331	-0.09	1712	2.4	1.3	5.1	i	9	0.67	-0.17	0.7	-0.086	i	-12%
CCCCNC(=O)/C(C#N)=C/c1ccc2c(c1)OCCO2	14%	-4	-9	0.3	1037	0.75	1664	4.2	2.0	8.3	i	1	-0.51	-0.25	-0.47	0.59	nt	8%
Cc1nnc(Sc2nc3c(c(=O)[nH]c(=O)n3C)n2CCc2ccccc2)s1	nt	14	6	0.7	1209	-1	953	nt	nt	nt	nt	nt	0.17	-0.85	0.48	-0.016	i	nt
Clc1ccc(CSc2ncnc3nc[nH]c23)cc1	13%	27	-2	1.7	875	nt	nt	4.8	3.2	0.5	i	10	2.9	-0.085	2.3	-2.4	i	4%

# Quoted from the listing:
# O=C(c1ccc(CS(=O)(=O)c2ccc(Br)cc2)o1)N1CCN(c2ccccn2)CC1 – WT yeast gro inh = 9
# CCCCNC(=O)/C(C#N)=C/c1ccc2c(c1)OCCO2 – PMI inhibitors = 14%

# Screening results as filed in PubChem BioAssay.
